# MBD2 inh: inhibitors of human MBD2 binding to methylated oligonucleotide; Q9UBB5; TR-FRET; inhibition, % at 4.4 µM; hit rate 0.31% among 370,000; in the data active = inhibition above about 13%
# Target sequence (Q9UBB5 whole entry, looked up): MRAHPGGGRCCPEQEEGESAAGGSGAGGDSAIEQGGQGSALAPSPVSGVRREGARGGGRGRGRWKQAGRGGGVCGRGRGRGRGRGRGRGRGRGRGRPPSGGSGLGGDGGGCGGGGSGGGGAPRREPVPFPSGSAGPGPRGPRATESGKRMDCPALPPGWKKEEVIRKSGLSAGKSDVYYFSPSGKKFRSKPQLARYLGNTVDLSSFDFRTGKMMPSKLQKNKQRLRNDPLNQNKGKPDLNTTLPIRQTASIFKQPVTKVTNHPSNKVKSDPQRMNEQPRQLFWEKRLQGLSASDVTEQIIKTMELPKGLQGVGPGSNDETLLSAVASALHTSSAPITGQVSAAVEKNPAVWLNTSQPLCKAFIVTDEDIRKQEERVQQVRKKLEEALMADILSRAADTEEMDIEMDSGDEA
# PLCb3 inh: PLC-beta3 (human) inhibition, primary screen. Q01970. Purified PLC-beta3, fluorogenic substrate, fluorescence. inhibition, % at 12.2 µM. hit rate 0.18% among 370,000. AID 720704; in the data active = inhibition above about 11%;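 also: 0% = median of compound wells on plate and 100% = full blocker control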
# Rev-erbA mod: modulators of human Rev-erb alpha DNA binding; hit rate 0.79% among 370,000; Rev-erbα–FITC-DNA binding, fluorescence polarization, 90 min; activity, % at 10 µM; P20393;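 active = activity above about 14%, limit read from the data; passing the limit was not always enough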;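 also: 0% = DMSO wells with 35 nM protein and 100% = DMSO wells with 750 nM protein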
# Target sequence (P20393 whole entry, looked up): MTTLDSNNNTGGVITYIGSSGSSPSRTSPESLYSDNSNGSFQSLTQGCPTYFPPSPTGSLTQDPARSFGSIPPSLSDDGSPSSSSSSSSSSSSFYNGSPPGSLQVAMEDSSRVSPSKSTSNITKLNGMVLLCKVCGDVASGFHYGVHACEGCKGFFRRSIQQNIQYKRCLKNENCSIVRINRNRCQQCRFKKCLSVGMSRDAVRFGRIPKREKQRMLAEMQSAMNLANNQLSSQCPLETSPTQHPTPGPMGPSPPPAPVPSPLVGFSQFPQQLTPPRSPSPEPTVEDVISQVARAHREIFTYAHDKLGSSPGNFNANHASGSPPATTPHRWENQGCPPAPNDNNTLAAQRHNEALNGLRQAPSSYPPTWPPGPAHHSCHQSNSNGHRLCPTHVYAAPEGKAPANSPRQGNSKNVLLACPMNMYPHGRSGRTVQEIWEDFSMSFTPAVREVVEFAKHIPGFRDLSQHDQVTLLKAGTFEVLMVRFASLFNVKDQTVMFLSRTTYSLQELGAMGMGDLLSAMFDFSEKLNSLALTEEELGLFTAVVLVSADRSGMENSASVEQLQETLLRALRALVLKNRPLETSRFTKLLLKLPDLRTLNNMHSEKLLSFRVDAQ
# ADAM17 inh: inhibits human ADAM17 | P78536 | recombinant ADAM17, EDANS/DABCYL FRET peptide cleavage | inhibition, % at 6.95 µM | hit rate 0.83% among 370,000 | AID 720648;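 active = inhibition above the mean of compounds lying between control limits plus 3 SD, set per campaign, cut at about 8.5% in these data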;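 also: 0% = DMSO-only wells as the low control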
# hcDAF12 agonist: activates DAF-12 receptor from parasite H. contortus; activation, % at 6.8 µM; HEK293 hcDAF-12 lit1-tk-luc reporter, luminescence; 0% DMSO, 100% Δ7-dafachronic acid; hit rate 1.4% among 370,000;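 active = activation above the mean of all tested compounds plus 3 SD, cut at about 5.5% in these data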;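 also: 100% = response to 3 µM Δ7-dafachronic acid high control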
# PLC-gamma1 inh: PLC-gamma1 (human) inhibition, primary screen; P19174; purified PLC-gamma1, fluorogenic substrate, fluorescence; inhibition, % at 12.2 µM; hit rate 0.84% among 370,000; AID 720700; in the data active = inhibition above about 9.5%
# SMARCA2 activ: activators of SMARCA2 function; MG213 cells, MMTV-luciferase reporter, dexamethasone, overnight; activation, % at 9.1 µM; hit rate 1% among 370,000; in the data active = activation above about 7.8%;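 also: 0% = vehicle wells and 100% = reference activator wells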
# DAX1 inh-1: inhibitors of human orphan nuclear receptor DAX1 (NR0B1) | hit rate 0.99% among 340,000 | P51843 | AID 504766 | inhibition, % at 6.75 µM | HEK293 Gal4-DAX1 luciferase reporter, luminescence;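 active = inhibition above the mean over all tested compounds plus 3 SD, cut at about 4.2% in these data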;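 also: 0% = DAX1-transfected cells with DMSO and 100% = empty-vector control cells with DMSO; inhibition shows as a rise in luminescence from relieved DAX1 repression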
# DAX1 inh-2: DAX1 (NR0B1) inhibition, primary screen. AID 652010. HEK293T StAR-luciferase reporter, SF-1/DAX-1 repression relief. inhibition, % at 6.8 µM. hit rate 1.1% among 370,000;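 active = inhibition above the mean over all tested compounds plus 3 SD, cut at about 3.6% in these data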;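 also: 0% = DAX-1 cells with DMSO and 100% = cells lacking DAX-1 with DMSO; higher inhibition means more luminescence from relief of DAX-1 repression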
# ssDAF-12 act: S. stercoralis DAF-12 activation, primary screen | HEK293 ssDAF-12/GRIP1 lit1-tk-luc reporter, luminescence; % of 3 µM dafachronic acid response | activation, % at 6.8 µM | hit rate 1% among 370,000;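 active = activation above the mean over all tested compounds plus 3 SD, cut at about 0.9% in these data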;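 also: 0% = DMSO-only wells and 100% = 3 µM delta7-dafachronic acid wells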
# hgDAF-12 ag: activates the H. glycines DAF-12 receptor ligand-binding domain | HEK293 GAL4-hgDAF12 UAS-luciferase reporter, agonist luminescence; normalized to butyrate control | activation, % at 6.8 µM | hit rate 1.8% among 370,000 | AID 687014;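 active = activation above a cutoff set at the mean of all screened compounds plus 3 SD, cut at about 10% in these data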;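 also: 0% = DMSO wells and 100% = sodium butyrate wells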
# * = called active by the depositor; x = no result given.
SMILES,MBD2 inh,PLCb3 inh,Rev-erbA mod,ADAM17 inh,hcDAF12 agonist,PLC-gamma1 inh,SMARCA2 activ,DAX1 inh-1,DAX1 inh-2,ssDAF-12 act,hgDAF-12 ag
CC1(C)CC(=O)C2=C(C1)Nc1ncnn1C2c1cccs1 (stereo not drawn),-7,-16,-10,-14,-0.3,-14,-2,-1.4,-0.8,-1.8,-3.4
O=C(CCN1C(=O)/C(=C/c2ccc3c(c2)OCO3)SC1=S)NNC(=O)c1cccnc1,-5,1,-10,-1,-0.2,1,0,-1.1,-0.4,-0.9,0.4
C/C(=C\C(=O)c1ccc(Br)cc1)Nc1cccc(Cl)c1,9,-3,2,-4,-1.4,0,-1,-0.6,-0.1,-0.9,1.4
CC(C(=O)N1CCN(c2ccccc2)CC1)c1ccc([N+](=O)[O-])cc1 (stereo not drawn),0,-5,-1,3,-0.7,0,-3,0.4,1.0,-0.3,-1.6
Cc1cccc(NS(=O)(=O)c2ccc3[nH]c(=O)oc3c2)c1C,0,4,-1,-3,0.1,0,-1,-1.2,0.7,-0.4,-1.3
Cc1cscc(C)c1=S,-4,0,5,-6,0.0,3,0,0.9,-0.4,-0.2,0.7
CCN(CC)CCN1C(=O)C(=O)/C(=C(/O)c2ccc(OCC(C)C)cc2)C1c1ccncc1 (stereo not drawn),0,6,-5,-3,-1.5,1,1,x,0.0,-0.7,0.3
N#C/C(=C\c1ccc(/C=C(/C#N)c2nn(CCO)c(N)c2C#N)cc1)c1nn(CCO)c(N)c1C#N,-4,-8,-10,2,0.5,-7,0,-0.8,0.4,-0.3,3.0
COc1cc(C(=O)OCC(=O)N2CC(C)OC(C)C2)cc(OC)c1OC (stereo not drawn),5,-3,-6,1,-0.7,0,-1,-1.0,-0.4,-1.3,-1.7
CC(C)(C)C1CCN2CCCC(c3ccccc3)(C1)C2=O (stereo not drawn),3,-2,3,-5,0.0,-2,-4,x,-0.7,-0.7,3.9
O=C(NCCC1=CCCCC1)c1cc(COc2ccc(F)cc2Cl)on1,-1,-12,-1,2,-2.0,-3,-2,1.9,-1.4,-1.4,-0.2
C[C@@H]1CN([C@@H](C)CO)C(=O)c2cccc(NC(=O)C3CCCCC3)c2O[C@@H]1CN(C)C(=O)NC1CCCCC1,2,1,1,-5,-1.8,-1,-2,0.6,-0.2,-1.4,1.5
CCCc1cc(=O)oc2cc(OCC(=O)N3CC[C@@]4(O)CCCC[C@H]4C3)ccc12,-2,-9,0,-49,1.5,-10,1,x,-1.8,-1.0,-1.6
CCC(C)(C)C1CCC2(CC1)NC(=O)N(CC(=O)NC(C)CCc1ccccc1)C2=O (stereo not drawn),-2,-2,0,0,-1.3,0,0,-1.9,-0.2,-1.4,1.2
OC[C@H]1O[C@@H](c2nc3ccc(-c4nc(-c5ccc(Br)cc5)no4)cc3[nH]2)C[C@@H]1O,1,3,-4,5,4.3,-2,3,x,4.4*,0.1,14*
CCOc1ccc(S(=O)(=O)N2CCC(C(=O)NCc3cccnc3)CC2)cc1,8,-3,1,-4,-3.4,12*,0,-0.1,-1.3,-1.5,-2.2
Oc1cccc(-c2nc3ccccc3s2)c1,2,-268,-3,3,21*,-227,5,-0.6,5.3*,3.6*,17*
N#CCCN(C1CCCCC1)S(=O)(=O)c1cccc2nsnc12,4,2,-1,3,-0.7,0,-1,-0.2,-0.1,-0.9,1.2
CCOC(=O)NC1(C(F)(F)F)NC(=O)N(c2cccc(C(F)(F)F)c2)C1=O (stereo not drawn),-7,1,-4,7,2.5,3,-2,-0.3,-0.2,-0.3,-0.4
CC#CCN1c2ccccc2[C@]23C[C@@H](C(=O)OC)N(C(=O)C4CCC4)C2=NC(C(=O)OC)=C(C(=O)OC)[C@H]13,4,1,1,-3,-1.1,-1,0,-0.8,0.0,-1.3,-2.4
COc1ccc(N2CCN(CCCNC(=O)Cn3c(=O)c4cccn4c4ccccc43)CC2)cc1,0,-5,-4,-1,0.2,4,0,0.0,0.2,-0.7,2.0
COCc1nnc(NC(=O)c2cccs2)s1,3,-2,-6,-1,-0.4,-1,2,1.1,1.8,-1.1,2.2
O=C(Oc1ccc(-c2ccccc2)cc1)c1ccco1,3,-1,8,0,0.0,2,0,1.5,-0.5,-0.9,5.4
O=C(O)CCSc1nc2ccccc2s1,-2,-7,4,-5,-4.0,0,-10,-2.1,-2.9,-2.6,-14
CC(NC(=O)c1nn(C)c(=O)c2ccccc12)c1ccc(F)cc1 (stereo not drawn),-6,-2,7,-1,-0.2,0,1,0.2,0.0,-1.6,-0.6
# The results go on:
SMILES,MBD2 inh,PLCb3 inh,Rev-erbA mod,ADAM17 inh,hcDAF12 agonist,PLC-gamma1 inh,SMARCA2 activ,DAX1 inh-1,DAX1 inh-2,ssDAF-12 act,hgDAF-12 ag
COc1cccc(C2=N/C(=C\N(C)C)C(=O)O2)c1,-2,4,0,2,0.9,5,5,-0.2,0.0,-1.0,10
CC(=O)N1CCN(c2ncnc3ccccc23)CC1,-4,-5,-4,0,-0.2,1,2,-1.0,0.0,-1.0,4.0
COc1ccc(N/C=C(/C(C)=O)c2ccccc2)cc1,0,-5,1,-2,0.2,-1,3,0.1,-0.9,-1.3,0.0
Cc1ccc(-n2nnnc2SCC(=O)Nc2cccnc2Cl)cc1,6,-110,-2,-2,-1.4,0,-3,-1.9,-1.8,-1.1,-4.3
O=C(/C=C/c1cccc([N+](=O)[O-])c1)NC(=S)Nc1ccc(CN2CCOCC2)cc1,2,7,-6,2,1.2,1,3,-0.9,0.1,-1.8,0.5
COc1ccccc1CNC(=O)C(=O)NCCC1CCCCN1S(=O)(=O)c1ccccc1 (stereo not drawn),1,-1,3,0,-2.0,-1,-2,-1.5,-2.2,-1.1,-0.1
Cc1ccc(CNC(=O)C(OC(=O)c2ccco2)C(C)C)cc1 (stereo not drawn),6,-2,-1,-5,-1.4,2,-2,0.2,-1.0,-1.6,-0.8
Cc1ccc(S(=O)(=O)NC(=O)COc2cc(C)ccc2C(C)C)cc1,-4,-10,-6,0,-1.3,-3,-2,-0.5,1.5,-1.5,1.6
COc1ccc(C(=O)Nc2cnn(Cc3c(F)cccc3Cl)c2)cc1OC,-2,-6,3,-3,-1.9,1,0,-1.4,-0.8,-1.6,-3.3
Cc1c(C(=O)NCCN2CCOCC2)oc2ccc(S(=O)(=O)N3CCCCCC3)cc12,4,3,-1,-4,-0.1,-1,-4,0.9,-0.7,-1.4,-1.2
O=C(c1ccc(CS(=O)c2ccccc2Cl)o1)N1CCN(c2ccccn2)CC1 (stereo not drawn),1,-4,5,-3,-1.4,3,0,-2.1,-1.1,-1.7,0.8
CCCCNC(=O)CN(c1cccc(F)c1)S(C)(=O)=O,-2,-1,-3,-5,-1.7,2,-3,1.2,0.4,-1.2,0.4
O=C(NCc1ccc2c(c1)OCO2)C1(S(=O)(=O)c2ccccc2)CC1,0,4,3,-2,-0.5,2,4,0.7,0.5,-0.8,-2.1
CSCCC(NS(=O)(=O)Cc1ccccc1)C(=O)NNc1ccccc1 (stereo not drawn),2,3,-2,-1,-0.1,1,0,x,-0.2,-0.5,1.5
CCc1ccccc1NC(=O)C1c2ccccc2Oc2ccccc21,2,-3,2,-3,0.5,2,0,-1.0,0.4,-1.6,0.4
Fc1ccccc1-c1cc2ncccc2cn1,3,3,-4,1,1.1,1,6,1.4,0.1,-0.8,7.2
O=C(O)CN1CCN(C(c2ccccc2)c2ccccc2)CC1,-4,-3,-3,-1,0.6,2,-2,-1.3,0.0,-0.8,-1.4
O=C(COc1ccc(Cl)cc1)NNC(=O)C(=O)NC1CCCCC1,3,-7,-1,0,1.6,-2,-1,0.5,-0.6,-0.5,0.6
CC(=O)N1CCN(c2ccc(NC(=O)c3ccc(F)cc3)cc2)CC1,1,-6,1,-3,-0.5,-4,0,-0.8,0.0,-0.9,0.5
Cc1cc(C)cc(N(C(=O)c2ccc3c(c2)OCO3)C2C=CS(=O)(=O)C2)c1 (stereo not drawn),-2,-1,-3,-6,0.2,1,-3,-0.8,-0.1,-2.3,0.2
S=C(NCc1ccco1)N/N=C/c1ccc(Cl)cc1,4,1,4,3,1.9,-1,-3,-1.1,-0.5,-1.0,-0.1
CCc1nc(N2CCCCC2C(=O)O)c2oc3ccccc3c2n1 (stereo not drawn),1,-8,1,-3,2.2,-3,-1,-1.0,0.6,-0.4,2.2
COc1cc(/C=C/C(=O)OCC(=O)NC(=O)NC(C)C)ccc1O,2,-55,0,-19,0.1,-31,0,0.0,0.8,-1.2,2.3
COC(=O)c1ccc(NC(=O)CO/N=C2\CCCc3nonc32)cc1,4,-12,1,-6,-0.3,-6,1,-1.3,0.2,-1.1,-1.3
CC(C)[C@H](NC(=O)c1ccccc1Cl)C(=O)Nc1nc(-c2ccccn2)cs1,0,-9,-5,-4,-1.3,-5,-4,-0.9,-3.1,-1.3,-7.5
# Later entries
SMILES,MBD2 inh,PLCb3 inh,Rev-erbA mod,ADAM17 inh,hcDAF12 agonist,PLC-gamma1 inh,SMARCA2 activ,DAX1 inh-1,DAX1 inh-2,ssDAF-12 act,hgDAF-12 ag
CCOc1ccc(-n2cc(-c3ccccc3)c3c(N4CCOCC4)ncnc32)cc1,6,-33,5,0,-1.9,-2,-5,-1.7,-1.6,-0.6,-3.0
C/C=C/Cn1c(SC)nc2c1c(=O)[nH]c(=O)n2C,4,6,-2,4,-0.9,6,-1,0.1,0.9,-0.9,-2.7
Cc1ccc(CNC(=O)C2CCC(=O)N(Cc3cccc(C(F)(F)F)c3)C2)o1 (stereo not drawn),-3,-15,4,7,-1.2,-2,-1,0.3,0.0,-1.0,-3.3
COc1ccc(C(=O)c2c[nH]c(C(=O)NCc3cccs3)c2)cc1,-2,2,43*,3,-1.5,2,0,0.5,-0.5,-1.1,1.1
CCOC(=O)c1[nH]c2ccccc2c1NC(=O)c1ccc2c(c1)OCO2,0,-4,-2,2,-1.8,-4,0,-1.4,-0.9,-1.0,5.0
Cc1ccc(S(=O)(=O)N[C@@H](Cc2ccccc2)C(=O)N2CCC(C(=O)N[C@@H](CC(C)C)C(=O)O)CC2)cc1,2,-3,-2,-6,-2.4,1,-1,1.0,-0.8,-0.8,1.4
CCN(CC)c1nc(-c2ccccc2)cc(C(F)(F)F)c1C#N,7,-5,-1,-6,-1.4,-9,-1,1.7,-0.2,-1.0,0.0
COCCNC(=O)C(OC(=O)c1cccs1)c1ccccc1 (stereo not drawn),2,2,-6,-3,3.2,1,-2,-0.7,0.4,-0.7,-1.1
C1CCCN(CCCCN2CCCCCC2)CC1,-4,1,-6,-4,-2.0,2,0,-0.2,-0.2,-1.7,-0.6
CCn1c(SCC(=O)N2CCN(c3ccc(F)cc3)CC2)nc2ccccc2c1=O,2,2,1,-4,-2.0,4,0,0.0,-0.3,-1.0,-0.1

# 3 entries from above, ordered by number of heavy atoms, largest number first.
SMILES,MBD2 inh,PLCb3 inh,Rev-erbA mod,ADAM17 inh,hcDAF12 agonist,PLC-gamma1 inh,SMARCA2 activ,DAX1 inh-1,DAX1 inh-2,ssDAF-12 act,hgDAF-12 ag
Cc1ccc(CNC(=O)C2CCC(=O)N(Cc3cccc(C(F)(F)F)c3)C2)o1 (stereo not drawn),-3,-15,4,7,-1.2,-2,-1,0.3,0.0,-1.0,-3.3
COc1ccc(C(=O)c2c[nH]c(C(=O)NCc3cccs3)c2)cc1,-2,2,43*,3,-1.5,2,0,0.5,-0.5,-1.1,1.1
COCCNC(=O)C(OC(=O)c1cccs1)c1ccccc1 (stereo not drawn),2,2,-6,-3,3.2,1,-2,-0.7,0.4,-0.7,-1.1

# Rows are unselected; about 7.4% have a hit in one of these screens.
